INS promoter inh: TRM-6 insulin promoter activity inhibition | TRM-6 cells (human fetal islet line), insulin promoter-eGFP reporter, imaging; reporter expression induced with tamoxifen | inhibition, % at 2 µM | actives 0.9% (n = 130,000) | AID 1273;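 active means inhibition above the mean plus 3 SD, with well images judged a real hit on visual review, cut at about 60% in these data, passing the limit was not always enough; inconclusive means inhibition over the cutoff but images rejected on review; inactive means inhibition not above the cutoff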
sdo1 growth: restores growth of sdo1-depleted yeast. S. cerevisiae sdo1-depleted JHY4D growth rescue, OD600 30 h; hits give high values; pdr5 snq2 efflux-pump mutant strain. actives 0.21% (n = 140,000). AID 817. z-score at 10 µM;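 active means z-score above 3 at both the 24 hr and the 30 hr optical density reads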;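 further: z-score against mean and SD of all compound wells on the same plate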
sdo1 growth Rescue 24 h: further read-out of sdo1 growth, marked with its call; z-score; S. cerevisiae sdo1-depleted JHY4D growth rescue, OD600; measured here: growth rescue at 24 h;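 0 is the plate mean of compound wells and units are plate SD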
Active calls of the source: *; i = inactive; ? = inconclusive; . = no result given.

Start of the data: the first two records as a preview:
SMILES | INS promoter inh | sdo1 growth | sdo1 growth Rescue 24 h
CC(=O)NS(=O)(=O)c1ccc(NC(=O)c2cc(-c3ccc(C)cc3)nc3ccccc23)cc1 | . | 1 | 0.84
CCOC(=O)C1CCN(C(=O)CSc2nccc(C)n2)CC1 | 5 | . | .

The whole of this part, repeating the preview:
SMILES | INS promoter inh | sdo1 growth | sdo1 growth Rescue 24 h
CC(=O)NS(=O)(=O)c1ccc(NC(=O)c2cc(-c3ccc(C)cc3)nc3ccccc23)cc1 | . | 1 | 0.84
CCOC(=O)C1CCN(C(=O)CSc2nccc(C)n2)CC1 | 5 | . | .
CCOCCCNC(=O)CCC(=O)NNc1nc2ccccc2c2nc(-c3ccccc3)nn12 | . | 0.92 | 0.7
CC(=O)c1oc2ccccc2c1N | -30 | -0.44 | 0.37
COc1cc(/C=N/Nc2snc(SC)c2C#N)ccc1O | -2 | -1.9 | -0.66
COc1cc(CN(C(=S)NCC(=O)N2CCCC2)C2CCCC2)cc(OC)c1OC | -4 | . | .
Cc1cc(C)c(-c2c(O)c3cccc4c3n(c2=O)CCC4)c(C)c1 | 50 | -2.1 | -1.2
O=C(CCc1c[nH]c2ccccc12)N/N=C/c1ccc2c(c1)OCO2 | 29 | . | .
CN1CCC(NC(=S)NC2CC2)CC1 | 32 | . | .
O=C(Cn1ncn2cccc2c1=O)N1CCCCC1 | . | 0.82 | -0.07
C/C=C/c1cc(CN2CCN(c3ccc(OC)cc3)CC2)c(O)c(OC)c1 | -39 | . | .
[N-]=[N+]=CC(=O)CNC(=O)[C@@H](Cc1ccccc1)N1C(=O)c2ccccc2C1=O | 24 | -0.04 | -0.18
CC(=O)c1ccc(NS(=O)(=O)c2ccc(CC(C)C)cc2)cc1 | 0 | 0.32 | -0.12
N#CC(c1ccc(Cl)cc1)c1nc2ccccc2nc1C(F)(F)F (stereo not drawn) | 0 | -2 | -1.8
O=C(NO)C1CC2C=CC1C2 (stereo not drawn) | 64 | 0.22 | -0.22
CCOC(=O)C1=C(N)N(c2cc(S(=O)(=O)N3CCOCC3)ccc2Cl)C(=O)C1 | -14 | . | .
COCCOC(=O)C1=C(N)OC2=C(C(=O)CC(C)(C)C2)C1c1cccnc1 (stereo not drawn) | -29 | 0.94 | 0.65
CCOc1ncccc1C(=O)NCc1ccc(OC)cc1 | . | -0.11 | -0.46
CCC(C)N(C(=O)c1csnn1)C(C(=O)NCc1ccc(F)cc1)c1ccco1 (stereo not drawn) | . | -0.46 | -0.24
CCc1nnc(NC(=O)C2CCCCN2S(=O)(=O)c2ccccc2)s1 (stereo not drawn) | -6 | . | .
CCOC(=O)C1=C(CC)OC(N)=C(C#N)C1c1cccs1 (stereo not drawn) | -14 | -1 | -1.8
O=C(C[n+]1ccc(/C=N/O)cc1)NC1CCCCC1 | 47 | . | .
Cn1ncc([N+](=O)[O-])c1C(=O)Nc1ccc2c(c1)OCCO2 | -18 | 1.3 | 1.1
CCOC(=O)c1ccccc1NC(=O)c1n[nH]c(=O)c2ccccc12 | -62 | -1.4 | -0.48
COc1ccccc1NC(=S)NCc1ccco1 | -40 | -0.28 | -0.93
CCOC(=O)C1=C(C)NC(=O)NC1c1ccc(-c2ccccc2F)o1 (stereo not drawn) | 0 | 0.52 | 0.99
O=C(COc1cccc(NC(=O)c2cccs2)c1)c1ccc(F)cc1 | -67 | -1.3 | -1
CN(C)S(=O)(=O)c1cccc(NC(=S)NCCCn2ccnc2)c1 | 33 | . | .
O=C(CC1S/C(=N/N=C/c2c[nH]c3ccc(OCc4ccccc4)cc23)NC1=O)Nc1ccccc1 (stereo not drawn) | 52 | -0.13 | 0.64
COc1ccc(C(c2sc3ncnn3c2O)N2CC(C)OC(C)C2)cc1OC (stereo not drawn) | . | -0.12 | -0.45
O=c1c(Cl)c(Cl)cnn1Cc1nnc(-c2ccc(Cl)cc2)o1 | i | . | .
O=S(=O)(Nc1nc2c(s1)CCCC2)c1ccc2ccccc2c1 | 3 | 0.05 | -1
COc1ccc2c(Cl)c(-c3nnc(SCC(N)=O)n3C)sc2c1 | . | 0.58 | 2.2
Cc1ccc(S(=O)(=O)NC2(C(F)(F)F)C(=O)Nc3c2c(=O)[nH]c(=O)n3-c2ccccc2)cc1 (stereo not drawn) | -55 | 2 | 1.4
Cc1ccc(S(=O)(=O)NC(CC(=O)O)c2ccco2)cc1 (stereo not drawn) | . | 0.85 | 0.32
COc1ccc(C2CC(c3ccc4ccccc4c3OC(C)=O)=NN2C(=O)/C=C/c2ccccc2)cc1 (stereo not drawn) | -11 | -0.37 | 0.01
Cc1cc(C)n(CC(=O)n2c3c(c4ccccc42)CCCC3)n1 | -45 | 1.3 | 2.5
CCCS(=O)(=O)N1CCCC(C(=O)N2CCC(Cc3ccccc3)CC2)C1 (stereo not drawn) | 50 | 0.07 | -0.66
CCN(CC)S(=O)(=O)c1cc([N+](=O)[O-])ccc1NNC(=O)Nc1ccc(F)cc1 | . | 0.77 | -0.04
CC(=O)NC1(C(F)(F)F)C(=O)NC(C)=C1C#N (stereo not drawn) | 29 | 0.84 | 1

4 entries drawn at random from the list so far:
SMILES | INS promoter inh | sdo1 growth | sdo1 growth Rescue 24 h
O=C(CC1S/C(=N/N=C/c2c[nH]c3ccc(OCc4ccccc4)cc23)NC1=O)Nc1ccccc1 (stereo not drawn) | 52 | -0.13 | 0.64
Cc1cc(C)n(CC(=O)n2c3c(c4ccccc42)CCCC3)n1 | -45 | 1.3 | 2.5
CCN(CC)S(=O)(=O)c1cc([N+](=O)[O-])ccc1NNC(=O)Nc1ccc(F)cc1 | . | 0.77 | -0.04
COc1ccc(C(c2sc3ncnn3c2O)N2CC(C)OC(C)C2)cc1OC (stereo not drawn) | . | -0.12 | -0.45

A portion taken from the entries so far, as a working copy:
SMILES | INS promoter inh | sdo1 growth | sdo1 growth Rescue 24 h
Cc1cc(C)n(CC(=O)n2c3c(c4ccccc42)CCCC3)n1 | -45 | 1.3 | 2.5
CCCS(=O)(=O)N1CCCC(C(=O)N2CCC(Cc3ccccc3)CC2)C1 (stereo not drawn) | 50 | 0.07 | -0.66
CCN(CC)S(=O)(=O)c1cc([N+](=O)[O-])ccc1NNC(=O)Nc1ccc(F)cc1 | . | 0.77 | -0.04
CC(=O)NC1(C(F)(F)F)C(=O)NC(C)=C1C#N (stereo not drawn) | 29 | 0.84 | 1

Carrying on:
SMILES | INS promoter inh | sdo1 growth | sdo1 growth Rescue 24 h
O=C1CC(c2ccccc2)CC(O)=C1C=NC1CCCCCC1 (stereo not drawn) | . | -0.73 | -0.49
COCCCNC(=O)Cc1ccccc1OC | 6 | 1.6 | 1.7
O=S(=O)(c1ccccc1)n1ccc2cccnc21 | 45 | 1.1 | 1.3
Cc1ccc(C(=O)c2coc3ccc(O)c(CN4CCN(C)CC4)c23)cc1 | . | 0.26 | 0.61
NC(=O)C1(N2CCCCC2)CCN(C(=S)Nc2ccc(Cl)cc2)CC1 | -137 | 0.3 | -0.12
COc1cccc(NC(=O)/C=C/c2ccccc2[N+](=O)[O-])c1 | 22 | -0.15 | -0.08
Cc1ccc2nsnc2c1S(=O)(=O)NC1CC1 | 38 | 0.46 | 0.03
N#CCc1ccc(C(=O)c2ccccc2)s1 | -17 | 0.21 | -0.49
CC(C)C(=O)Nc1ccc(NC(=O)c2cccs2)cn1 | . | 0.53 | 0.66
CCN(CC)S(=O)(=O)c1ccc2[nH]cc(C(=O)NCCC3=CCCCC3)c(=O)c2c1 | 7 | 0.64 | -0.14
CSc1nc(NC(C)=O)nc(C)c1Cl | -38 | 1.4 | 0.49
O=C(NCc1ccc(Cl)s1)c1cc(COc2c(F)cccc2F)on1 | 20 | . | .
CC1(C)CC(=O)C2=C(C1)NC(SCC(=O)Nc1ccccc1)=C(C#N)C21CCCCC1 | . | -0.06 | -0.27
O=C(/C=C/Nc1ccc([N+](=O)[O-])cc1Br)c1cccc2ccccc12 | -6 | -1.2 | -0.47
O=c1c2cn[nH]c2nc(SCc2ccc3c(c2)OCCO3)n1-c1ccccc1 | 26 | -0.52 | -0.79
Nc1ccc2nc(NC(=O)C3CCCCC3)sc2c1 | -13 | . | .
Cc1ccc(C2C(C#N)=C(N)SC(N)=C2C#N)c(C)c1 | 4 | 0.45 | -0.43
CCN(CC)C(=O)C1CCCN(C/C(C)=C/c2ccccc2)C1 (stereo not drawn) | . | -0.12 | -0.14
Cc1nnc(SCC(=O)Nc2cc(C(F)(F)F)ccc2N2CCOCC2)o1 | -20 | -0.17 | -1.1
CCN(c1ccc(NC(=O)COC(=O)CCc2nc3ccccc3n2-c2ccccc2)cc1)C(C)C | 10 | 0.39 | 0.66
CCOc1cc(C)c(Cl)cc1S(=O)(=O)NCc1ccc2c(c1)OCO2 | -43 | -1.1 | -0.62
Cc1nc2cc(NC(=O)N3CCN(c4ccccn4)CC3)ccc2o1 | -21 | -0.04 | -0.51
COc1ccccc1C(CNC(=O)c1ccc(S(=O)(=O)NCc2ccco2)cc1)N(C)C (stereo not drawn) | -58 | 0.83 | 0.42
COc1ccc(/C=C/C(=O)OCC(=O)Nc2ccc(N3CCOCC3)cc2)cc1 | 7 | . | .
Cc1ccccc1CN1CCN(S(C)(=O)=O)CC1 | -444 | 0.48 | -0.03
Cc1ccc(S(=O)(=O)Oc2ccc(C(c3c(C)[nH][nH]c3=O)c3c(C)[nH][nH]c3=O)cc2)cc1 | -37 | 0.39 | -0.33
CC(/C=N/NC(=O)c1cc(-c2ccc(C)s2)[nH]n1)=C\c1ccccc1 | 38 | -1.6 | -0.85
CC(C)C(=O)c1cn(CC(=O)NCc2ccco2)c2ccccc12 | -25 | 0.68 | 0.03
CSc1ccccc1NC(=O)COc1ccc(S(=O)(=O)N2CCCC2)cc1 | 21 | -1.3 | -1.5
CCSc1nnc2c(n1)OC=Nc1ccc(Br)cc1-2 | -24 | -1.2 | -1.7
Cc1nc(NC(C)C)c2oc3ccccc3c2n1 | 50 | 0.44 | -0.07
Cc1cc(N2CCCCC2)c(F)cc1[N+](=O)[O-] | 13 | 0.78 | 0.16
COC(=O)C(C)Sc1n[nH]c(=S)s1 (stereo not drawn) | 28 | 1.1 | 1.4
COc1ccc2nc3ccccc3nc2c1NC(=O)c1ccc(Cl)cc1Cl | -31 | 1.6 | 3.2
CCN1CCN(c2nc(-c3ccccn3)nc3ccccc23)CC1 | -42 | -0.26 | -0.98
Cc1cc(Cl)c(S(=O)(=O)NCC2CCCO2)cc1OCC(N)=O (stereo not drawn) | 16 | -0.24 | -0.29
COC(=O)Nc1ccc(OCc2ccccc2)cc1 | -300 | 0.38 | -0.59
CCC(=O)N1CCN(c2ccc(NC(=O)c3ccco3)cc2)CC1 | -252 | 0.58 | 0.32
O=c1c2cc(Cl)ccc2[nH]c(=S)n1Cc1cccs1 | 26 | -0.97 | -0.08
COC(=O)n1c(=O)oc2cc(S(=O)(=O)N3CCCCC3)ccc21 | 3 | -0.48 | -1.2

Part of the list above in another layout.
Each structure is followed by: INS promoter inh	sdo1 growth	sdo1 growth Rescue 24 h
CC(C)C(=O)c1cn(CC(=O)NCc2ccco2)c2ccccc12
  -25	0.68	0.03
CSc1ccccc1NC(=O)COc1ccc(S(=O)(=O)N2CCCC2)cc1
  21	-1.3	-1.5

(list continues)
SMILES | INS promoter inh | sdo1 growth | sdo1 growth Rescue 24 h
Cc1cc(=O)[nH]c(N/N=C/c2ccccn2)n1 | 38 | 2.4 | 1.9
Cc1nc(C)c(-c2csc(Nc3cccnc3)n2)s1 | 87* | -0.26 | -0.81
COc1ccc(OC)c(NC(=S)NCC(c2cccnc2)N2CCOCC2)c1 (stereo not drawn) | -7 | . | .
CCOC(=O)c1c(NC(=O)Nc2ccccc2)sc(C)c1C | 14 | 0.41 | 1.4
CC12CC(NC(=O)N1Cc1ccccc1)c1ccccc1O2 (stereo not drawn) | . | -0.48 | -0.75
c1ccc2c(c1)nc(N1CCOCC1)c1c3ccccc3[nH]c21 | . | -1.7 | -0.75
C=CCNCCCCOc1ccccc1-c1ccccc1 | -23 | 1.4 | 0.64
O=c1cc(CN2CCN(c3ccccc3)CC2)c2cc(O)c(-c3ccccc3)cc2o1 | 55 | -0.18 | 0.67
CSc1nc2c(cc1C#N)CCCCC2 | 26 | 0.46 | 0.67
CCOC(=O)c1c(NC(=O)CSc2ncnc3[nH]ncc23)sc2c1CCC(C)C2 (stereo not drawn) | 36 | . | .
Cc1ccc(OCC(=O)NCc2ccco2)cc1C | 56 | 0.34 | 0.81
CC1CCc2nn(CC(=O)NCc3ccc(F)cc3)cc2C1 (stereo not drawn) | . | -0.06 | -0.6
COc1ccc2nc(NC(=O)c3ccc(NS(=O)(=O)c4cccs4)cc3)sc2c1 | -13 | -0.57 | 0.6
CCOc1ccccc1N/C=C/C(=O)C(C)(C)C | 6 | -0.04 | 0.1
CCOC(=O)C1(C)NC(c2ccco2)C2C(=O)N(c3ccccc3)C(=O)C21 (stereo not drawn) | 0 | . | .
Cc1cc(=O)[nH]c(N2CCc3ccccc3C2)n1 | ? | 0.34 | -0.51
Cc1ccnc(NS(=O)(=O)c2ccc(NC(=O)CN3C(=O)CCC3=O)cc2)n1 | 29 | . | .
COc1ccc(C2(C(=O)O)CCCC2)cc1 | -14 | -0.46 | 0.01
CCCS(=O)(=O)C(=C1NCCO1)S(=O)(=O)CCC | -73 | 1.1 | 1.1
CCNC(=S)N1CCN(CCN=CC2=C(O)CC(c3ccco3)CC2=O)CC1 (stereo not drawn) | 3 | -0.39 | -0.36
CC(C)N(C(=O)CC1ON(C)C(=O)N1c1ccc(Cl)cc1)C(C)C (stereo not drawn) | -20 | . | .

Screens (PubChem)
